High-throughput results as filed in PubChem BioAssay.
NPR2 activator = GC-B (human) receptor activation | activation, % at 10 µM | P20594 | HEK293-GC-B cells, CNP EC30, cGMP TR-FRET; 0% at EC30 CNP, 100% saturating CNP | 0.11% of 370,000 active | AID 1920062;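 active means activation at 10 µM reaching about 35% in either raw or pattern-adjusted values, limit read from the data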
TCR-CD3 inh = inhibitors of human TCR-CD3 interaction. TAMRA-labeled TCR probe fluorescence, biochemical. inhibition, % at 9.4 µM. 0.37% of 360,000 active. AID 651800; in the data active means inhibition above about 19%;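 further: recombinant mutant TCR 2C K166C tagged with TAMRA read by polarization; 0% = receptor in buffer alone and 100% = receptor with positive control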
MBD2 inh = inhibitors of human MBD2 binding to methylated oligonucleotide; Q9UBB5; TR-FRET; inhibition, % at 4.4 µM; 0.31% of 370,000 active; in the data active means inhibition above about 13%
Target sequence (Q9UBB5 whole entry, looked up): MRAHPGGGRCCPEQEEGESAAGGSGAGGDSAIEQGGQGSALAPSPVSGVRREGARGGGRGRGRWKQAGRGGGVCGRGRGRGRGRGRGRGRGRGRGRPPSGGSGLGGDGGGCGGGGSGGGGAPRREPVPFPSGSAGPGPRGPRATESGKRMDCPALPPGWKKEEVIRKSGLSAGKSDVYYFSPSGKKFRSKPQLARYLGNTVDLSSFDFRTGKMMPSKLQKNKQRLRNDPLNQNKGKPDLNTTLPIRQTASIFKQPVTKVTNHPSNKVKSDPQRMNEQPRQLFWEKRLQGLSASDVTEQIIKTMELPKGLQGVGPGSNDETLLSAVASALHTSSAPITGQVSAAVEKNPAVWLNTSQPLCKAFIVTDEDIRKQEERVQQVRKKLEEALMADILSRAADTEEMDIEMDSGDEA
HTRA1 inhibitor = inhibitors of human serine peptidase HTRA1. inhibition, % at 5.96 µM. 0.5% of 340,000 active. Q92743. recombinant HTRA1, FP-rhodamine activity-based probe, fluorescence polarization; in the data active means inhibition above about 36%;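 further: 0% = enzyme with DMSO and 100% = wells lacking enzyme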
ABHD4 inh = ABHD4 (mouse) inhibition, primary FP screen; purified mABHD4, FP-Rh probe fluorescence polarization; inhibition, % at 8.92 µM; 0.54% of 370,000 active;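 active means inhibition exceeding the mean over every tested compound plus 3 SD, cut at about 30% in these data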;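 further: 0% = plate median of compound wells and 100% = S159A mutant with DMSO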
Target sequence (Q8VD66 whole entry, looked up): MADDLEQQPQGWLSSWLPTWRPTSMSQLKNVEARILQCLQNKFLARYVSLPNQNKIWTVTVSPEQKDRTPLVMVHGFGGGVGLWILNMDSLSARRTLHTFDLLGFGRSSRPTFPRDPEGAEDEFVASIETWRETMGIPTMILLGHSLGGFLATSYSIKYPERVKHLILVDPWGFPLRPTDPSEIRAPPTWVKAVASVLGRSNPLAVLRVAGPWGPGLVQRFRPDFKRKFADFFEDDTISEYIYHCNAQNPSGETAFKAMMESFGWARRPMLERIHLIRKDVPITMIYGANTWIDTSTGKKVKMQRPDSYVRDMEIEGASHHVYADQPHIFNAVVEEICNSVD
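Doses – 8.92 µM, single dose · Material – wild-type mouse ABHD4 protein · Replication – single well per compound (singlicate) · Measure – percent inhibition of probe binding, normalized to plate controls · Schedule – 45 min compound pre-incubation plus 60 min probe step, 25 °C · Detection – fluorescence polarization with parallel and perpendicular emission, 525/598 nm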
GC-A act = GC-A (human) enzyme activation. P16066. HEK293 GC-A cells, cGMP TR-FRET, EC30 ANP; 0% at EC30 ANP, 100% saturating ANP. activation, % at 10 µM. 0.14% of 370,000 active; in the data active means activation above about 40%
PRMT1 FP inh = blocks human protein arginine methyltransferase 1. AID 652257. recombinant PRMT1, activity-based probe fluorescence polarization. 1.3% of 370,000 active. Q99873. inhibition, % at 2.79 µM;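 active means inhibition above about 21% made by adding two undisclosed values, limit read from the data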
SIAE primary = human SIAE inhibition, primary screen; Q9HAT2; 0.69% of 370,000 active; inhibition, % at 9.66 µM; AID 1053197; SIAE FP-Rh probe binding, fluorescence polarization;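 active means inhibition above a cutoff: mean of compounds within the control limits plus 3 SD of those, cut at about 17% in these data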;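 further: 0% = plate median of compound wells and 100% = probe without SIAE protein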
rCAG RNA binder = binds r(CAG) RNA repeats; r(CAG) RNA repeat, TO-PRO-1 dye displacement fluorescence; 1.3% of 370,000 active; inhibition, % at 3 µM;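 active means inhibition above the plate cutoff, the mean of all test compounds on that plate plus 3 SD, cut at about 35% in these data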;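 further: 0% = DMSO alone and 100% = 100 µM mitoxantrone as full dye displacement; higher means more dye released from RNA so lower well fluorescence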
UHRF1 MBD2 ctr = UHRF1 methyl-DNA binding inhibition | Q96T88 | UHRF1 binding to methylated oligo, TR-FRET | inhibition, % at 4.4 µM | 0.75% of 370,000 active; in the data active means inhibition above about 21%;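 further: UHRF1 SRA domain binding a hemimethylated CpG hairpin DNA probe; 0% = median of test compound wells and 100% = reference inhibitor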
Starred values were filed as active, the others as inactive; x = not tested or not shown. This is a subset; rates above refer to the full screens.

SMILES	NPR2 activator	TCR-CD3 inh	MBD2 inh	HTRA1 inhibitor	ABHD4 inh	GC-A act	PRMT1 FP inh	SIAE primary	rCAG RNA binder	UHRF1 MBD2 ctr
COc1ccc(C2=NS(=O)(=O)N(C)C(C(=O)Nc3ccc(C)cc3)=C2)cc1	-4.4	-3.6	1.0	-19.2	-16.3	-3.2	-2.1	-15.4	6.7	-0.3
COc1ccccc1C(=O)N1CCN(Cc2c[nH]c3ccccc23)CC1	2.1	6.4	0.7	-0.8	7.5	4.5	1.3	-6.9	1.1	0.2
COc1ccc2[nH]c3c(N4CCc5ccccc5C4)ncnc3c2c1	23.4	5.4	0.3	-4.8	35.8*	14.4	-3.1	16.6	5.5	-0.3
CC1(C)Cc2c(sc(NC(=O)COc3ccc(Cl)cc3Cl)c2C(N)=O)C(C)(C)N1	-2.1	4.2	-3.4	-1.1	0.8	3.8	-2.3	4.6	1.5	1.2
COc1ccc(C(=O)C2CCN(C(=S)NCCc3ccccc3)CC2)cc1	2.6	6.4	-2.4	-9.9	1.7	-4.9	-2.7	-10.1	-3.1	-1.3
CCN(CC)C(=S)Nc1ccc(OC(F)F)cc1	2.2	5.1	-6.4	0.3	3.2	-0.4	-0.3	-1.4	1.7	-1.2
O=C(CN(Cc1ccco1)Cc1ccco1)Nc1cc(S(=O)(=O)N2CCCCC2)ccc1Cl	1.7	-1.1	3.3	-17.4	-5.1	0.0	-2.3	-0.1	4.0	0.9
O=C1c2cnc3ncnn3c2CC2c3ccccc3CCN12 (stereo unspecified)	-0.4	0.3	1.5	-1.9	3.9	3.3	1.3	5.9	-2.2	-2.4
COC(=O)C1=C(C)NC(=S)NC1c1ccc(-c2cccc(Cl)c2)o1 (stereo unspecified)	0.5	8.8	1.9	4.0	7.3	2.6	0.2	-2.4	2.5	-2.9
Cc1ccc(Cl)cc1NC(=O)CCNC(=O)N1CC(=O)Nc2ccccc21	-0.2	-0.9	0.3	1.8	-2.8	-3.3	-2.2	1.5	-2.2	0.3
CCOc1ccc(Cl)cc1CNCCNCC(C)O (stereo unspecified)	-1.2	-11.0	5.5	5.0	0.3	-2.1	3.3	-2.7	-2.5	3.0
CC(C)C(NC(=O)CNC(=O)OC(C)(C)C)C(=O)NCc1ccc(Cl)cc1 (stereo unspecified)	7.1	1.9	-0.4	1.5	0.9	0.8	-1.4	-1.2	-5.3	-3.2
Nc1cc(=O)[nH]c(SCC(=O)Nc2ccccc2Sc2ccccc2)n1	0.6	-1.8	-1.8	-13.0	0.3	-2.6	0.5	11.2	5.0	-1.1
CCOC(=O)CSC1=NN2CCS(=O)(=O)N=C2S1	0.9	0.8	-2.4	-2.1	6.6	3.1	1.8	1.4	-8.6	2.1
Cc1cc(C)c(C#N)c(SCc2[nH]nc3c2C(c2ccccc2)C(C#N)=C(N)O3)n1 (stereo unspecified)	0.5	6.8	-3.6	3.9	13.1	-2.4	-1.6	-2.9	38.2*	-6.2
CCc1cccc(N=c2c([N+](=O)[O-])nn(-c3ccc4c(c3)OCCO4)n2O)c1	-11.7	8.1	2.2	8.4	1.2	-3.0	-1.0	-2.3	6.9	-1.7
COc1ccccc1NC1=NC2(CCCC2)N=C(N)N1	8.9	6.1	4.4	-3.8	-2.2	0.3	-2.0	2.5	-3.1	-1.9
Cn1c(=O)n(C)c2cc(NS(C)(=O)=O)ccc21	4.5	-0.8	-0.5	0.2	-2.4	0.5	4.0	1.8	-2.9	2.5
O=C(CSc1nc2ccccc2o1)N/N=C/c1ccc(C(=O)O)cc1	0.3	3.7	-0.6	1.0	-3.8	-2.2	5.5	1.8	-0.2	2.1
O=C(c1ccoc1)N1CCC2(CC1)Oc1ccc(Cl)cc1C(=O)C21CC(c2ccccc2)=NO1 (stereo unspecified)	5.5	2.0	-6.6	-37.4	-20.3	-4.9	-1.3	-2.8	6.5	2.1
CC(C(=O)N1CCCC1)N1CCN(S(=O)(=O)c2ccccc2)CC1 (stereo unspecified)	1.4	-1.9	6.3	2.9	12.6	0.8	4.0	6.5	0.6	0.7
CCN(CC(=O)NCc1cccs1)S(=O)(=O)c1ccccc1Cl	1.4	5.2	-1.6	3.6	0.1	1.6	0.5	-3.0	-1.5	2.9
COc1ccc(-c2cc(N)n(S(=O)(=O)c3ccc(F)cc3)n2)cc1OC	6.5	0.4	-2.7	-3.6	-17.3	-5.1	0.5	0.2	4.0	1.0
COc1ccc(N=C2S/C(=C\c3ccc(OCC(=O)O)cc3)C(=O)N2CCc2c[nH]c3ccccc23)cc1	-3.9	3.8	-1.2	-24.9	-1.1	-7.7	4.7	-6.8	68.4*	-0.7

12 entries out of the list, ordered by count of non-hydrogen atoms, lowest first:
SMILES	NPR2 activator	TCR-CD3 inh	MBD2 inh	HTRA1 inhibitor	ABHD4 inh	GC-A act	PRMT1 FP inh	SIAE primary	rCAG RNA binder	UHRF1 MBD2 ctr
Cn1c(=O)n(C)c2cc(NS(C)(=O)=O)ccc21	4.5	-0.8	-0.5	0.2	-2.4	0.5	4.0	1.8	-2.9	2.5
CCOC(=O)CSC1=NN2CCS(=O)(=O)N=C2S1	0.9	0.8	-2.4	-2.1	6.6	3.1	1.8	1.4	-8.6	2.1
CCOc1ccc(Cl)cc1CNCCNCC(C)O (stereo unspecified)	-1.2	-11.0	5.5	5.0	0.3	-2.1	3.3	-2.7	-2.5	3.0
COc1ccccc1NC1=NC2(CCCC2)N=C(N)N1	8.9	6.1	4.4	-3.8	-2.2	0.3	-2.0	2.5	-3.1	-1.9
CCN(CC(=O)NCc1cccs1)S(=O)(=O)c1ccccc1Cl	1.4	5.2	-1.6	3.6	0.1	1.6	0.5	-3.0	-1.5	2.9
CC(C(=O)N1CCCC1)N1CCN(S(=O)(=O)c2ccccc2)CC1 (stereo unspecified)	1.4	-1.9	6.3	2.9	12.6	0.8	4.0	6.5	0.6	0.7
O=C(CSc1nc2ccccc2o1)N/N=C/c1ccc(C(=O)O)cc1	0.3	3.7	-0.6	1.0	-3.8	-2.2	5.5	1.8	-0.2	2.1
Nc1cc(=O)[nH]c(SCC(=O)Nc2ccccc2Sc2ccccc2)n1	0.6	-1.8	-1.8	-13.0	0.3	-2.6	0.5	11.2	5.0	-1.1
Cc1ccc(Cl)cc1NC(=O)CCNC(=O)N1CC(=O)Nc2ccccc21	-0.2	-0.9	0.3	1.8	-2.8	-3.3	-2.2	1.5	-2.2	0.3
CCc1cccc(N=c2c([N+](=O)[O-])nn(-c3ccc4c(c3)OCCO4)n2O)c1	-11.7	8.1	2.2	8.4	1.2	-3.0	-1.0	-2.3	6.9	-1.7
Cc1cc(C)c(C#N)c(SCc2[nH]nc3c2C(c2ccccc2)C(C#N)=C(N)O3)n1 (stereo unspecified)	0.5	6.8	-3.6	3.9	13.1	-2.4	-1.6	-2.9	38.2*	-6.2
COc1ccc(N=C2S/C(=C\c3ccc(OCC(=O)O)cc3)C(=O)N2CCc2c[nH]c3ccccc23)cc1	-3.9	3.8	-1.2	-24.9	-1.1	-7.7	4.7	-6.8	68.4*	-0.7

Looked up above.
rCAG RNA binder, `CCc1cccc(N=c2c([N+](=O)[O-])nn(-c3ccc4c(c3)OCCO4)n2O)c1` → 6.9
MBD2 inh, `O=C(CSc1nc2ccccc2o1)N/N=C/c1ccc(C(=O)O)cc1` → -0.6

(list continues)
SMILES	NPR2 activator	TCR-CD3 inh	MBD2 inh	HTRA1 inhibitor	ABHD4 inh	GC-A act	PRMT1 FP inh	SIAE primary	rCAG RNA binder	UHRF1 MBD2 ctr
Cc1cccc(NC(=O)N2CCCC2C(=O)NCc2cccs2)c1 (stereo unspecified)	-6.0	-9.2	-1.9	-4.0	-5.2	-12.5	-1.3	-5.5	2.0	3.1
O=C(NC(=S)NCc1cccnc1)c1ccccc1F	0.1	-3.1	2.8	4.5	-2.6	-1.0	-3.4	7.4	4.0	2.5
C/C=C(\C)C(=O)Nc1cccc(C2=NOC3(C2)C[C@H](C(N)=O)N(C(=O)CC#N)C3)c1 (stereo partly specified)	3.6	-8.6	7.9	-1.4	-10.4	0.8	0.9	-1.4	12.6	2.8
CCOC(=O)NC(c1ccccc1)C1CCCCC1=O (stereo unspecified)	2.2	-12.2	4.5	3.6	-5.7	-2.9	-0.3	3.3	-2.0	8.9
O=c1ccn(-c2cccc(C(F)(F)F)c2)nc1-c1ccn(-c2cccc(Cl)c2)n1	-11.0	6.6	-0.4	-27.5	-6.9	2.0	3.5	-1.4	1.4	-3.3
O=C(COC(=O)c1ccc[n+]([O-])c1)Nc1ccc([N+](=O)[O-])cc1C(F)(F)F	4.3	-0.1	-7.3	0.3	3.4	3.8	3.5	7.0	8.4	0.8
CC(C)(C)c1ccc(/C=C/C(=O)N2CCN(c3ncccn3)CC2)cc1	-6.0	2.1	-0.2	-15.5	-6.7	-14.1	2.7	0.0	-6.1	-1.4
CCN(CC)C(=O)C[n+]1ccc(C(N)=O)cc1	4.4	4.6	-1.4	-1.1	-2.2	3.4	-0.3	-4.0	-1.2	-1.9
COc1ccc(C(=O)C(=O)N2CCN(c3ccc(C)cc3)CC2)cc1OC	0.4	-4.1	2.4	x	-2.0	-3.2	3.7	5.4	5.3	0.5
O=C(COc1ccccc1)N1CCN(C(=O)c2ccco2)CC1	-13.5	-0.1	3.6	4.7	-7.4	-25.2	-2.4	-13.4	-4.2	12.8
Cc1ccc(-n2ncc3c2CC(C)(C)CC3NC(=O)CCc2cnn(C)c2)cc1 (stereo unspecified)	-1.6	-8.8	-5.8	8.3	1.0	-0.6	-2.4	-5.8	-6.9	1.9
O=C(CSc1nnc(-c2ccccc2Br)o1)Nc1cccc2ccccc12	0.5	-5.5	0.2	-0.7	0.5	-2.9	0.3	-1.0	-2.2	-1.5
CN(C)CCCn1c(SCC(=O)Nc2sc3c(c2C#N)CCCC3)nnc1-c1ccncc1	-4.0	1.7	1.4	5.3	15.6	-0.5	4.6	8.9	-3.0	0.8
Cn1c(SCC(=O)Nc2cccc(F)c2)nnc1-c1cccnc1	1.3	4.5	0.1	3.6	3.3	0.9	-6.8	-2.8	1.2	-0.3
CCOCC(=O)N1CCN(c2ccc([N+](=O)[O-])cc2)CC1	-2.7	9.8	2.0	-0.8	2.6	-1.7	-2.5	-2.8	-0.5	-5.0
COc1ccc(C(=O)Nc2ccc(Cc3ccncc3)cc2)cc1Br	-1.0	3.5	0.4	-30.2	-13.2	3.7	-0.6	-17.9	1.5	1.8
O=C(CSc1nc2ccccc2c(=O)n1CCCN1CCOCC1)Nc1ccccc1OC(F)F	3.7	-0.7	11.1	-4.4	-37.0	1.9	3.8	-2.0	-1.7	2.9
COc1ccccc1NC(=O)NCc1ccccc1F	-0.4	6.7	-2.1	3.6	-1.3	2.0	-2.0	-3.1	1.6	-0.9
Cc1ccccc1C(=O)N/N=C1/SCC(=O)N1Cc1ccc2c(c1)OCO2	1.0	-0.1	2.3	4.3	-1.9	1.6	-3.2	2.5	-1.4	-0.8
COc1cc2c(cc1OC)C(COc1ccccc1OC)N(C(=O)C(C)C)CC2 (stereo unspecified)	3.8	4.9	2.3	1.8	0.3	0.4	1.9	-4.0	-9.9	2.8
